3CLpro inhibitor: SARS-CoV 3CLpro protease inhibition | P0C6X7 | recombinant SARS-CoV 3CLpro, quenched FRET peptide cleavage | inhibition, % at 6 µM | 290,000 compounds, 0.14% hits | AID 1706; in the data active = inhibition above about 12%
BH1578 lux ind: inducers of Vibrio cholerae quorum light production without autoinducers | V. cholerae BH1578 lux reporter, luminescence, 6 h | activation, % at 18.7 µM | 350,000 compounds, 0.16% hits; in the data active = activation mostly above about 9.7%, no sharp cut-off; also: not every result past the cut was called active; inactives centre near 0; reference of the scale not given here
DUSP3 inh: blocks human VHR1 dual specificity phosphatase. P51452. recombinant VHR phosphatase, pNPP absorbance. inhibition, % at 13.3 µM. 290,000 compounds, 0.52% hits. AID 1654; in the data active = inhibition above about 50%; also: some compounds called inactive have numbers as strong as hits
Target sequence (P51452 whole entry, looked up): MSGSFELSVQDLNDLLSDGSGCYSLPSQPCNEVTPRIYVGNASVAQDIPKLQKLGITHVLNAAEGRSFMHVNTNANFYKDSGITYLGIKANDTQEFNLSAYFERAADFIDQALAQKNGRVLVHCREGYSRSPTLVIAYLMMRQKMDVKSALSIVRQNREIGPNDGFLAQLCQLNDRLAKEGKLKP
MazF activator: MazEF (E. coli) toxin RNase activation. P0AE70. activation, % at 20 µM. AID 504720. FAM/BHQ RNA-DNA oligo cleavage fluorescence, 5 h. 350,000 compounds, 0.32% hits; in the data active = activation above about 50%
Target sequence (P0AE70 whole entry, looked up): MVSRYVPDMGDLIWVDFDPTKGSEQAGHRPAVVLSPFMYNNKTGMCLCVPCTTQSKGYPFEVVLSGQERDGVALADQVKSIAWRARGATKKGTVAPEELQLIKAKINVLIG
Rv3671c protease: inhibits the M. tuberculosis serine protease Rv3671c; P9WHR9; inhibition, % at 5.96 µM; 320,000 compounds, 0.048% hits; in the data active = inhibition above about 38%;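 also: extracellular domain of Rv3671c used as enzyme; 0% = enzyme with DMSO and 100% = no enzyme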
Target sequence (P9WHR9 whole entry, looked up, the tested form may be a part): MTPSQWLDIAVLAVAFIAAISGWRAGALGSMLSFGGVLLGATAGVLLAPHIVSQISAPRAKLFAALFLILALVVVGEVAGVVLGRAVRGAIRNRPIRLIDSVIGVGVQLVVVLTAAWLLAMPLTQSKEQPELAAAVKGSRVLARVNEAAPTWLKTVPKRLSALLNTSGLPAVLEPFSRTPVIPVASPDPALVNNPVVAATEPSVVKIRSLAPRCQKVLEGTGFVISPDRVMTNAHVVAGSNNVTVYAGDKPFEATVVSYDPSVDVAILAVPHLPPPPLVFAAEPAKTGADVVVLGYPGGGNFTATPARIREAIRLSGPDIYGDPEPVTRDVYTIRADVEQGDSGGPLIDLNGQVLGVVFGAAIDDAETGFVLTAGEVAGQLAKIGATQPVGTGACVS
TcdB inh: TcdB glycohydrolase inhibition | P18177 | TcdB glycohydrolase enzymatic assay, plate reader | inhibition, % at 9.99 µM | 350,000 compounds, 0.24% hits | AID 652162; in the data active = inhibition above about 10%
SSB-PriA inh: blocks PriA binding to SSB C-terminal tail; AlphaScreen SSBct-PriA binding, biotinylated peptide; inhibition, % at 33 µM; 430,000 compounds, 0.6% hits; in the data active = inhibition mostly above about 37%, no sharp cut-off; inactive = mostly below about 20%;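 also: plate controls were negative control peptide for no effect and reference peptide for full effect; strong numbers were not always called active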
Y pestis TopoI: Y. pestis Topo-I inhibition via cleavage products; Y. pestis Topo-I cleavage product accumulation, plate reader; AID 504884; activity, % at 10 µM; 360,000 compounds, 0.064% hits; in the data active = activity above about 50%, passing the limit was not always enough; also: inactives centre near 2
PrPC TRFRET: reduces human prion protein on the cell surface; 370,000 compounds, 0.43% hits; AID 720596; inhibition, % at 13.8 µM; cell surface PrPC, TR-FRET read-out; in the data active = inhibition above about 24%; also: 0% = median of the test wells and 100% = reference compound wells
CCHF vOTU inh: CCHFV vOTU protease inhibition; AID 651958; inhibition, % at 11.5 µM; Pep-AMC fluorescence; 370,000 compounds, 0.55% hits; in the data active = inhibition above about 30%; also: 0% = vehicle wells with enzyme and 100% = no enzyme wells
Starred values were filed as active, the others as inactive; i = inactive; . = not tested or not shown.

Values in the order: 3CLpro inhibitor | BH1578 lux ind | DUSP3 inh | MazF activator | Rv3671c protease | TcdB inh | SSB-PriA inh | Y pestis TopoI | PrPC TRFRET | CCHF vOTU inh
CCOC(=O)C1CCCN(C(=O)c2cc(Nc3ccc(OC)cc3)nc3ccccc23)C1 (configuration not stated)
→ 3 | 1.5 | -10 | -2 | 7 | . | 8 | -14 | 11 | 6
COc1cc(Cl)c(S(=O)(=O)N2CC(C)OC(C)C2)cc1Cl (configuration not stated)
→ -1 | i | 5 | 1 | -2 | . | -1 | 11 | 4 | -5
COCC(C)n1c(SCC(=O)NNC(=O)c2ccc(F)cc2)nc2ccccc2c1=O (configuration not stated)
→ 3 | -0.4 | 10 | 7 | 12 | -0.3 | -9 | -1 | 0 | -11
O=S(=O)(c1ccccc1)C(Br)S(=O)(=O)c1ccccc1
→ . | 4.8 | . | 4 | . | 0.9 | . | 15 | 3 | -8
Cc1cccc(CN2CCC(CNC(=O)Nc3ccc(F)c(Cl)c3)CC2)c1
→ -6 | -11 | 5 | 14 | 2 | 1.5 | 20 | -8 | -18 | -16
CCC(C(=O)OCC(=O)C1(O)CCC2C3CCC4=CC(=O)CCC4(C)C3C(O)CC21C)C(C)C (configuration not stated)
→ . | i | . | 4 | . | 0.2 | -1 | 22 | -2 | 2
O=C(COC(=O)/C=C/c1ccccc1Cl)NC1CCCCCC1
→ -3 | i | 13 | -1 | -19 | 0.1 | -6 | -4 | 4 | 0
CCCc1nnc(SCC(=O)NC2CCCCC2)n1CCOC
→ 2 | -0.3 | 12 | -5 | 11 | 0.2 | -11 | -6 | -3 | 0
COc1ccc(OCCCC(=O)Nc2ccc(N3CCCCC3)cc2)cc1
→ 0 | i | 17 | -1 | 6 | -5.7 | -18 | 2 | 2 | 15
O=C(N/N=C/c1cn(-c2ccccc2)nc1-c1ccc(F)cc1)c1ccc(Br)o1
→ -4 | i | 24 | 5 | 2 | . | . | 0 | 2 | 3
O=C(Nc1cc(F)cc(F)c1)c1sc(Cl)nc1-c1ccccc1
→ 5 | -0.5 | -10 | 3 | -21 | 0.0 | -1 | 8 | 3 | -4
COc1ccc2oc(=O)c(C(=O)Nc3ccccc3C)cc2c1
→ -4 | i | 26 | 1 | -1 | -1.7 | 1 | 18 | -5 | -4
O=C(Nc1ccccc1C(=O)Nc1ccccn1)c1ccc([N+](=O)[O-])cc1
→ -5 | i | 11 | 6 | 3 | -0.7 | 1 | -3 | -10 | -15
O=C(CSc1nnc(NC(=O)c2c(F)cccc2F)s1)NC1CCCCC1
→ 0 | i | -12 | 4 | 3 | 1.0 | 7 | -1 | 0 | 11
Fc1c(CSC(=S)N2CCOCC2)cccc1CSC(=S)N1CCOCC1
→ -4 | i | 20 | -5 | 4 | 0.5 | -2 | 14 | -5 | -1
CCOc1cc(C(=O)N(C)CC(=O)Nc2cccc(F)c2)ccc1OCC(=O)N1CCOCC1
→ . | i | . | 0 | 5 | -1.3 | -4 | 4 | 0 | -7
CN(C)CCN(C(=O)CCS(=O)(=O)c1ccccc1)c1nc2c(F)cccc2s1
→ -2 | i | 14 | -1 | 11 | -0.1 | -7 | -2 | 3 | 14
CC1CCC2C(C1)c1sc(=O)[nH]c1SC2(C)C (configuration not stated)
→ 5 | -0.2 | 6 | -1 | -1 | . | 16 | 23 | 2 | 9
CC(C)NC(=O)CS(=O)(=O)c1ccccc1
→ 6 | -1.3 | 13 | -2 | 5 | 6.9 | -10 | 3 | 1 | 10
COc1ccc(-c2sc(Nc3ccccc3)n[n+]2C)c(C)c1C
→ 7 | i | 20 | 4 | 9 | 1.5 | -11 | 2 | 1 | 1
Cc1cc(Nc2ccc(C(=O)O)cc2)n2nc(C)nc2n1
→ -6 | i | 2 | 9 | -2 | 1.4 | -14 | -3 | -6 | 4
Cc1cc(S(=O)(=O)N2CCN(CC(=O)NCCc3cccs3)CC2)ccc1Br
→ . | 1.1 | . | -13 | 2 | -4.7 | 6 | 11 | 2 | 8
CCN(CC)CCNC(=O)C(=O)Nc1ccc(C(=O)OC)cc1
→ 2 | i | 19 | -1 | -5 | 2.1 | 8 | 0 | -2 | 1
C#CCOCCOCCOCCNc1nc(N2CCN(C(=O)[C@H](CCC(=O)O)n3cc(C(N)CC(C)C)nn3)CC2)nc(N2CCN(C(=O)[C@H](CCC(=O)O)n3cc(C(N)CC(C)C)nn3)CC2)n1 (some centres not stated)
→ 0 | i | 16 | 1 | -10 | . | -24 | 19 | . | .
COc1ccc(NC(=O)c2ccc3nc(C)c(N(C)C(=O)CCc4ccccc4)n3c2)cc1OC
→ . | -4.5 | . | . | . | 2.1 | . | 7 | -5 | -8
Cc1c(C(=O)NCCC2=CCCCC2)sc2ncnc(N3CCCCC3C)c12 (configuration not stated)
→ 3 | i | -6 | -4 | -7 | 0.6 | -7 | 28 | 2 | 21
O=C(NCCOC(=O)Nc1cccc2ccccc12)OCc1ccccc1
→ . | -1.0 | . | -7 | . | 0.3 | -9 | 19 | -1 | 7
Cc1cc(C(=O)NCc2ccco2)c2cc(F)ccc2n1
→ 5 | i | 3 | -5 | 2 | 2.6 | 1 | -8 | -2 | -9
CCOC(=O)c1c(-c2cccs2)csc1NC(=O)COC(=O)c1c(C)noc1C
→ 0 | 3.5 | 18 | -3 | -15 | . | 0 | 8 | -5 | 3
COc1ccc([C@H]2CC(=O)C=C(c3ccc(F)nc3)C2)cc1OC
→ . | 1.6 | . | 4 | 16 | -7.2 | 8 | 3 | -6 | 16

Limited to TcdB inh and MazF activator, for some of the entries so far:
| Molecule | TcdB inh | MazF activator |
| --- | --- | --- |
| Fc1c(CSC(=S)N2CCOCC2)cccc1CSC(=S)N1CCOCC1 | 0.5 | -5 |
| CCOc1cc(C(=O)N(C)CC(=O)Nc2cccc(F)c2)ccc1OCC(=O)N1CCOCC1 | -1.3 | 0 |
| CN(C)CCN(C(=O)CCS(=O)(=O)c1ccccc1)c1nc2c(F)cccc2s1 | -0.1 | -1 |
| CC1CCC2C(C1)c1sc(=O)[nH]c1SC2(C)C (configuration not stated) | . | -1 |

The list goes on.
Values in the order: 3CLpro inhibitor | BH1578 lux ind | DUSP3 inh | MazF activator | Rv3671c protease | TcdB inh | SSB-PriA inh | Y pestis TopoI | PrPC TRFRET | CCHF vOTU inh
CNc1nc(N/N=C/c2cc([N+](=O)[O-])ccc2F)nc(Nc2ccccc2)n1
→ . | 0.6 | . | -4 | . | 1.6 | . | 4 | -7 | 10
O=S(=O)(Nc1ccc(-n2cnnn2)cc1)c1cccc(Cl)c1
→ . | i | . | 0 | . | 0.1 | -9 | -4 | -1 | 22
O=C(Cc1ccc(-n2cccc2)cc1)N1CCN(c2ccccc2F)CC1
→ 7 | -0.4 | 30 | -6 | -2 | . | -1 | 14 | 6 | 4
CC(C)CC(=O)NNC(=S)NCc1ccco1
→ 2 | i | 40 | 8 | -5 | -2.3 | 1 | 0 | 5 | -2
N#Cc1c(NC(=O)c2ccccc2Cl)n(Cc2ccccc2)c2nc3ccccc3nc12
→ 1 | 0.6 | 30 | -3 | -72 | -0.6 | 53* | 1 | 2 | 101*
CCCn1c(SCC(=O)Nc2cccc(C(=O)OC)c2)nnc1-c1cccnc1
→ 0 | 0.3 | 8 | 6 | 5 | . | -3 | -2 | -4 | 6
CCOC(=O)c1c(NC(=O)COC(=O)CNC(=O)c2ccco2)sc(C(C)=O)c1C
→ 2 | -0.4 | 4 | 5 | 3 | 0.3 | -2 | 14 | -1 | -5
CN1C(=O)CC(N2CCN(c3ccccn3)CC2)C1=O (configuration not stated)
→ -2 | i | 13 | 1 | -1 | . | 0 | 5 | -4 | 1
COc1ccc(S(=O)(=O)N2CCN(Cc3cccc([N+](=O)[O-])c3)CC2)cc1
→ . | -0.6 | . | -5 | 1 | -2.9 | 4 | -3 | 3 | 2
Fc1ccccc1/C=N/N1CCN(Cc2ccccc2Cl)CC1
→ -4 | i | -20 | 3 | 4 | 0.9 | . | -5 | 4 | 6
O=C(Nc1ccc(Br)cc1)C1C2C=CC3(O2)C1C(=O)N(CCN1CCCCC1)C3C(=O)NC1CCCCC1 (configuration not stated)
→ -3 | -0.3 | 25 | 12 | -6 | 0.8 | -1 | -15 | -11 | 7
Cn1ccnc1SCC(=O)c1ccc(Br)cc1
→ -5 | -0.5 | 19 | -4 | -1 | 1.2 | 4 | -10 | 4 | 2
Cc1cccc(C(=O)NNC(=O)c2cc3cc4ccccc4nc3s2)c1
→ 0 | i | 12 | -5 | -4 | . | -6 | 23 | -11 | 12
C=CCOc1cccc(/C=C\c2nc(O)c([N+](=O)[O-])c(=O)[nH]2)c1
→ 1 | -1.4 | 4 | -1 | 0 | 1.8 | -12 | 4 | -22 | 7
O=C(COC(=O)CCCN1C(=O)c2ccccc2C1=O)Nc1ncc(Cl)cc1Cl
→ -1 | -0.7 | 14 | 3 | 2 | . | -2 | 1 | -5 | 9
CCOC(=O)C1=C(C)NC2=C(C(=O)C(C(=O)OCC)C(c3ccco3)C2)C1c1ccccn1 (configuration not stated)
→ 0 | i | -6 | 63* | 2 | . | -8 | 4 | -8 | -37
NC(=O)c1cc(N=Nc2c(N)[nH]n(-c3c(Cl)cc(Cl)cc3Cl)c2=O)ccc1Cl
→ 5 | -0.2 | 31 | 2 | -2 | 0.3 | 7 | 1 | 0 | -1
COC(=O)C(NNc1ccccc1C)(NC(=O)c1ccc(F)cc1)C(F)(F)F (configuration not stated)
→ -2 | -0.6 | 4 | -5 | -9 | . | 8 | 3 | 6 | 0
Brc1ccccc1OCCCCCN1CCOCC1
→ -2 | -0.2 | 15 | 0 | 6 | 0.8 | -1 | -8 | 13 | 6
Cc1ccc(-c2nc3ccccc3nc2NN)cc1
→ -2 | i | 13 | 7 | -7 | 9.3 | -16 | 3 | -16 | -12
CC(=O)Nc1cccc(Oc2cnc3ccccc3n2)c1
→ -1 | i | 1 | -4 | -2 | . | -22 | 7 | 2 | 2
COc1ccc(-c2cn(-c3ccccc3)nc2CO)cc1
→ -2 | i | 11 | -18 | -2 | 0.0 | -9 | 1 | 3 | 2
O=C(NC1(C(F)(F)F)NC(=O)N(CC2CCCCC2)C1=O)c1ccco1 (configuration not stated)
→ 5 | i | 12 | 10 | 3 | . | -6 | -1 | 4 | -7
COc1ccc(/C=C/C(=O)NC(=S)Nc2ccc(S(=O)(=O)Nc3nccnc3OC)cc2)cc1
→ 1 | -0.6 | -7 | 0 | -30 | . | 36 | 11 | 7 | -5
CC(C)NC(=O)NNC(=O)Cn1nnc(-c2cccc(Cl)c2Cl)n1
→ 4 | -0.7 | 12 | 5 | 10 | 1.1 | -11 | 1 | 3 | -13
O=C(c1cccc(OC2CCN(Cc3ccc(F)cc3Cl)CC2)c1)N1CCCC1
→ -3 | -1.6 | 2 | 4 | 8 | -2.0 | -8 | 31 | 2 | 16
CCOC(=O)c1c(NC(=O)CNC2CCCc3ccccc32)sc(C(N)=O)c1C (configuration not stated)
→ 2 | -0.3 | 5 | 5 | 6 | -0.5 | -4 | 6 | 10 | -1
Cc1cc(NC(=O)Cn2cnc3c(nnn3-c3cccc(F)c3)c2=O)no1
→ 8 | 1.3 | 26 | 7 | 1 | -0.3 | -5 | 1 | 4 | -17
CCCC1NC(=O)c2cccnc2-n2c1nc1ccccc1c2=O (configuration not stated)
→ . | -2.3 | . | 0 | . | 0.8 | . | 1 | -5 | 7
Cc1ccc(S(=O)(=O)Oc2ccc(N3C(=O)C4C5CCC(C5)C4C3=O)cc2)cc1 (configuration not stated)
→ -1 | -0.4 | 26 | 5 | -6 | 0.9 | -9 | 18 | -3 | 10
COc1ccc(Cl)cc1NC(=O)Cn1c(=O)n2nc(C)nc2c2ccccc21
→ -6 | -0.2 | 19 | 13 | 0 | 0.6 | 1 | 5 | -2 | 2

Compound activity from PubChem.

Not all compounds are listed; rates above refer to the full screens.
